BAZ2B inh: BAZ2B (human) inhibition; Q9UIF8; AlphaScreen BAZ2B-H3K14Ac peptide displacement; Potency, µM (series often up to 114 µM), without a hit: at the highest dose activity change, negative = inhibition, most hits filed as inhibitors; 4.4% of 360,000 active; note: % is set by controls: 0 for no effect and ±100 for the full control effect; nearly all actives have a fitted effect of over 60% in size
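BAZ2B (50 nM) with biotin-H3(5-23)K14Ac peptide (50 nM) in PBS pH 7.4, 0.01% Tween-20, preformed 30 min, then compound 30 min at room temperature; top concentration 110uM. AlphaScreen streptavidin donor/nickel chelate acceptor beads (10 ug/mL final), 20 min dark, signal read.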
POLH inh: inhibitors of human DNA polymerase eta. recombinant Pol eta, fluorescent DNA replication assay. AID 588591. 1.2% of 390,000 active. Potency, µM (highest dose often 114 µM), without a hit: at the top dose activity change, negative = inhibition, most hits filed as inhibitors. Q9Y253; note: % is set by controls: 0 for no effect and ±100 for the full control effect
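Fluorescent replication assay: 50 nM final substrate added after a 15 min room-temperature compound preincubation with 10 nM enzyme. Signal taken at 0 min and again at 10 min.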
APEX1 inh: APE1 (human) endonuclease inhibition; Potency, µM (top dose mostly 65.8 µM), inactives show at the highest dose activity change, negative = inhibition, actives largely listed as inhibitors; P27695; recombinant APE1, TAMRA/BHQ-2 abasic DNA cleavage fluorescence; 0.35% of 350,000 active;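 note: plate controls were vehicle for no effect and reference inhibitor for full effect; nearly all actives have a fitted effect of over 55% in size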
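Readout is kinetic fluorescence (ex 525, em 598 nm) from cleavage of 50 nM TAMRA/BHQ-2 THF abasic duplex by 0.75 nM APE1, compound added 15 min beforehand at RT.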
G9a inh: G9a (human) methyltransferase inhibition; Q96KQ7; G9a H3K9 monomethylation, AlphaScreen, 2 h; Potency, µM (doses to about 102 µM), for the others: top-dose activity, negative = inhibition, usual class: inhibitors; 8.8% of 350,000 active; AID 504332; note: % is set by controls: 0 for no effect and ±100 for the full control effect; nearly all actives have a fitted effect of over 75% in size
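Step 1: enzyme (final 20 nM) with compound, 15 min RT. Step 2: substrate peptide 500 nM and SAM 20 uM, 2 h RT. Step 3: anti-H3K9me1 antibody and AlphaScreen beads, 10 min, then plate read.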
POLK inh: DNA polymerase kappa (human) inhibition; 0.53% of 400,000 active; Q9UBT6; Potency, µM (highest dose often 107 µM), without a hit: at the highest dose activity, negative = inhibition, actives largely listed as inhibitors; purified Pol kappa, fluorescent DNA synthesis assay, 10 min; note: % is set by controls: 0 for no effect and ±100 for the full control effect
Target sequence (Q9UBT6 whole entry, looked up): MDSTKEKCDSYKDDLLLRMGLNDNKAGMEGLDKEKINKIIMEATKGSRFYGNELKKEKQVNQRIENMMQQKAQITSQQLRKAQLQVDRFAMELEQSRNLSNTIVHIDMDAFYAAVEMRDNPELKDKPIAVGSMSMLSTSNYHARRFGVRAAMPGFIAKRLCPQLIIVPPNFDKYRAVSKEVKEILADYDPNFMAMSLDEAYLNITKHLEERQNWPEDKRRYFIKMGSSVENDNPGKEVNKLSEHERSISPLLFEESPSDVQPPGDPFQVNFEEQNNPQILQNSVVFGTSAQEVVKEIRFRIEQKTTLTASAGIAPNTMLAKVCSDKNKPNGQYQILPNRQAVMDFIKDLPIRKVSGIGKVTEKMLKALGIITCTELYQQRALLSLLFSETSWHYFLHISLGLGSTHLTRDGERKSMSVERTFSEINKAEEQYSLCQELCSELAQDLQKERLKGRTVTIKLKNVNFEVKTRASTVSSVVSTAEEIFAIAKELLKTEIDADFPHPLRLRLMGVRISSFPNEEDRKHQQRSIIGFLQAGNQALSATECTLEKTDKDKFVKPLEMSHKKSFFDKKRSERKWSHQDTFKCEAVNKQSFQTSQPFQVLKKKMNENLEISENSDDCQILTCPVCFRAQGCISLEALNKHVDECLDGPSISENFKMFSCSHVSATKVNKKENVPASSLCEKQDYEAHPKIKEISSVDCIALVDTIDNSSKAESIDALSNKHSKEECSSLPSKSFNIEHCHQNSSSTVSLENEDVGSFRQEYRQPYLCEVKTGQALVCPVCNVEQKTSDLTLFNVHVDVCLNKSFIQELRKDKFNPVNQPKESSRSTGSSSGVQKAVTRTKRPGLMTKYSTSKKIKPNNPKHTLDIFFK
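Kinetic fluorescence screen: compound preincubated 15 min RT with 10 nM enzyme; 50 nM substrate (final) initiates; reads at 0/10 min.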
Pol iota inh: inhibitors of human DNA polymerase iota | Q9UNA4 | Pol iota fluorescent replication assay, 10 min | Potency, µM (doses to about 115 µM), for the others: top-dose activity, negative = inhibition, most hits filed as inhibitors | 1% of 390,000 active | AID 588590
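Fluorescent replication assay read twice, at 0 min and 10 min after adding 50 nM (final) substrate. Enzyme (10 nM) and compounds were first incubated 15 min at room temperature; enzyme-free buffer wells were negative controls.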
JMJD2A Tudor inh: JMJD2A Tudor domain (human) inhibition; Potency, µM (top dose mostly 114 µM), without a hit: top-dose activity change, negative = inhibition, usual class: inhibitors; AlphaScreen JMJD2A-Tudor / H3K4me3 peptide binding; AID 504339; O75164; 4.4% of 390,000 active; note: % is set by controls: 0 for no effect and ±100 for the full control effect; nearly all actives have a fitted effect of over 50% in size
Pol beta inh: inhibitors of human DNA polymerase beta; P06746; Pol beta primer extension/strand displacement, fluorescence kinetic; Potency, µM (series often up to 114 µM), inactives show top-dose activity change, negative = inhibition, most hits filed as inhibitors; 1.3% of 340,000 active; AID 485314; note: % is set by controls: 0 for no effect and ±100 for the full control effect
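Pol beta (10 nM) was preincubated with compound for 15 min at room temperature. The reaction was then started with 50 nM substrate and read immediately and after a further 10 min at room temperature.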
BLM inh: blocks DNA unwinding by human BLM helicase; P54132; recombinant BLM DNA unwinding, fluorescence dequenching; Potency, µM (titrated, usually from 56.1 µM), inactives show top-dose activity change, negative = inhibition, actives largely listed as inhibitors; 0.2% of 350,000 active;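 note: plate controls were vehicle for no effect and no enzyme for full effect; nearly all actives have a fitted effect of over 35% in size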
Numbers without * were called inactive; ? = inconclusive; · = not tested or not shown; & = joins results of further samples; [ ] = remark or other dose. Calls come from the whole dose curve; as a rule, active = well fitted curve in the direction sought with a large enough effect; inconclusive = small, poorly fitted or top-dose-only effect, or another doubt; inactive = no such curve, though single readings can be large; an effect the other way counts as inactive or inconclusive. Potency is the fitted concentration of half-maximal effect. Only part of the results is shown; count on the stated rates, not on these rows.

SMILES	BAZ2B inh	POLH inh	APEX1 inh	G9a inh	POLK inh	Pol iota inh	JMJD2A Tudor inh	Pol beta inh	BLM inh
O=C1C2C3c4ccccc4C(Br)(c4ccccc43)C2C(=O)N1c1ccccc1O (configuration not stated)	-29%	-13%	-2%	-8%	1%	-13%	-2%	-1%	-4%
O=C(O)Cc1n[nH]c(=O)c2ccccc12	1%	-9%	1%	-2%	0%	?	-7%	14%	6%
COC(=O)C1=C(C)N(Cc2ccc(C)cc2)C(=O)/C1=C\c1ccc(O)c(OC)c1	50µM*	-18%	-7%	19%[2.33 µM]	-15%	2%	25µM*	8%	-7%
Cc1nnc(NC(=O)CSc2ccccn2)s1	6%	-13%	-2%	1%	-4%	0%	-9%	14%	-2%
Cc1c(Cl)cccc1-c1ccc(C(=O)Nc2ccc3oc(-c4cccnc4)nc3c2)o1	-6%	-14%	·	-41%[59 µM]	-18%	19%	-22%	?	-8%
O=C(CN1C(=O)COc2ccccc21)NCCN1CCOCC1	-3%	-14%	21%	1%	-4%	46%[activator]	-5%	-7%	-2%
Cn1c(Cc2ccccc2)nnc1SCc1nc2ccccc2c(=O)[nH]1	-10%	-1%	1%	-8%	-11%	?	-10%	3%	4%
O=S(=O)(Nc1cccc(-n2cnnn2)c1)c1ccc(F)cc1	7%	-8%	17%	?	5%	21%	-2%	·	·
CCOc1ncccc1C(=O)Nc1ccccc1N1CCOCC1	·	-10%	44%	·	-9%	18%	-1%	·	·
O=C1Nc2ccccc2Nc2ccc([N+](=O)[O-])cc21	-1%	-17%	5%	-16%	-3%	24%	-13%	-2%	-9%
O=C(CC12CC3CC(CC(C3)C1)C2)N1CCN(S(=O)(=O)c2cccs2)CC1	-24%	-10%	-5%	-13%[59 µM]	-5%	180%[activator]	?	3%	-8%
N#CC(c1ccc(Cl)cc1)N1CCOCC1 (configuration not stated)	-11%	4%	8%	22%	-1%	6%	-8%	6%	0%
Cc1ccc(C[C@H](C(=O)O)N2C(=O)c3ccc(C(=O)O)cc3C2=O)c(C)c1	-38%	·	?	16%[12.7 µM]	·	·	-18%	·	-1%
CCOc1ccc(S(=O)(=O)NCCC(=O)NC2CCN(Cc3ccccc3)CC2)cc1	9%	2%	5%	16%[2.33 µM]	3%	25%	-10%	·	·
Cn1c(O)c(N=Nc2ccccc2)c2ccccc21	-8%	8%	-4%	22µM*	-2%	9%	-11%	?	-4%
N#C/C(=C\c1ccccc1Cl)C(=O)NC(=O)Oc1ccccc1	13%	-1%	2%	4%[59 µM]	-11%	12%	-3%	19%	-9%
CCOc1ccccc1NC(=O)CSc1nnc(CNC(=O)COc2ccc(Cl)cc2)o1	0%	7%	-2%	-11%[12.7 µM]	4%	8%	-9%	11%	0%
O=C(COC(=O)CCc1ccc(S(=O)(=O)N2CCOCC2)cc1)Nc1ccccc1[N+](=O)[O-]	·	-2%	-13%	·	-4%	?	-24%	·	·
NC(=O)[C@H]1CC2(CC(c3cccc(NC(=O)COc4ccc(Cl)cc4)c3)=NO2)CN1C(=O)C(c1ccccc1)c1ccccc1 (some centres not stated)	-14%	1%	-7%	-45%[59 µM]	-7%	?	-29%	5%	-12%
CCOc1ccc(NC(=O)c2cc(S(=O)(=O)N3CCN(c4ccccc4F)CC3)ccc2F)cc1	3%	-7%	·	0%[59 µM]	-6%[60.1 µM]	-15%	-26%	0%	-13%

Not a retest: entries from further up.
SMILES	BAZ2B inh	POLH inh	APEX1 inh	G9a inh	POLK inh	Pol iota inh	JMJD2A Tudor inh	Pol beta inh	BLM inh
O=C(O)Cc1n[nH]c(=O)c2ccccc12	1%	-9%	1%	-2%	0%	?	-7%	14%	6%
COC(=O)C1=C(C)N(Cc2ccc(C)cc2)C(=O)/C1=C\c1ccc(O)c(OC)c1	50µM*	-18%	-7%	19%[2.33 µM]	-15%	2%	25µM*	8%	-7%
Cc1nnc(NC(=O)CSc2ccccn2)s1	6%	-13%	-2%	1%	-4%	0%	-9%	14%	-2%
Cc1c(Cl)cccc1-c1ccc(C(=O)Nc2ccc3oc(-c4cccnc4)nc3c2)o1	-6%	-14%	·	-41%[59 µM]	-18%	19%	-22%	?	-8%
O=C(CN1C(=O)COc2ccccc21)NCCN1CCOCC1	-3%	-14%	21%	1%	-4%	46%[activator]	-5%	-7%	-2%
Cn1c(Cc2ccccc2)nnc1SCc1nc2ccccc2c(=O)[nH]1	-10%	-1%	1%	-8%	-11%	?	-10%	3%	4%
O=S(=O)(Nc1cccc(-n2cnnn2)c1)c1ccc(F)cc1	7%	-8%	17%	?	5%	21%	-2%	·	·
CCOc1ncccc1C(=O)Nc1ccccc1N1CCOCC1	·	-10%	44%	·	-9%	18%	-1%	·	·
O=C1Nc2ccccc2Nc2ccc([N+](=O)[O-])cc21	-1%	-17%	5%	-16%	-3%	24%	-13%	-2%	-9%
O=C(CC12CC3CC(CC(C3)C1)C2)N1CCN(S(=O)(=O)c2cccs2)CC1	-24%	-10%	-5%	-13%[59 µM]	-5%	180%[activator]	?	3%	-8%

The list goes on.
SMILES	BAZ2B inh	POLH inh	APEX1 inh	G9a inh	POLK inh	Pol iota inh	JMJD2A Tudor inh	Pol beta inh	BLM inh
CC(C)(C)NCCCOc1ccc(Cl)cc1C(C)(C)C	?	·	6%	?	·	·	·	1%	-9%
CCOc1ccccc1-n1cnc(C#N)c1N	-17%	-7%	0%	7%	8%	25%	-14%	67%	-5%
CCOC(=O)C(C)Sc1nc2c([nH]c3ccccc32)c(=O)n1C (configuration not stated)	-1%	-4%	2%	-1%[59 µM]	-9%	-21%	-4%	-8%	-2%
CCOC(=O)Cc1csc(NC(=O)c2ccc([N+](=O)[O-])cc2[N+](=O)[O-])n1	?	-8%	11%	-25%	-1%	114%[activator]	-13%	-5%	-2%
O=C(Cn1ncc2c([nH]c3ccccc32)c1=O)N1CCCCC1	-16%	-16%	-22%	0%[59 µM]	1%	13%	7%	44%	0%
COc1cccc(C(=O)NCCNC(=O)c2cnccn2)c1	12%	9%	18%	-4%	-5%	15%	-6%	23%	-4%
COCc1ccc(C(=O)N2CCCC(C(=O)c3ccc(SC)cc3)C2)o1 (configuration not stated)	3%	-8%	21%	25%	-16%	11%	0%	39%	-6%
C=CCn1c(C)cc(-c2csc(NCC)n2)c1C	40µM*	-17%	-8%	16µM*	-1%	19%	50µM*	-18%	0%
COC(=O)c1ccc(CSc2nncn2C)cc1	13%	-3%	6%	0%	-5%	10%	-12%	20%	-2%
Cc1cc(OCC(=O)N(C)c2c(N)n(Cc3ccccc3)c(=O)[nH]c2=O)c(C(C)C)cc1Cl	12%	-16%	11%	?	7%	28%	-12%	·	·
COc1ccc(N2CCN(CC(=O)NC(C)c3ccccc3)CC2)cc1 (configuration not stated)	-3%	3%	10%	-10%	-12%	6%	-14%	-1%	4%
CCN(c1ccc(C)cc1)S(=O)(=O)c1nnc(NC(=O)c2ccco2)s1	-19%[57.1 µM]	?	44%	?	-10%	?	-21%	?	-4%
CCSc1nnc(NC(=O)C2CSC3(C)CCC(=O)N23)s1 (configuration not stated)	·	2%	-8%	·	-10%	-1%	-2%	·	·
COc1ccc(-c2nc3ccc(C(=O)NCCCN4CCOCC4)cc3nc2-c2ccc(OC)cc2)cc1	?	-14%	-16%	-15%	-4%	7%	12%	20%	-1%
O=C(NCc1ccccn1)c1cccc(NS(=O)(=O)c2ccccc2)c1	12%	-5%	22%	-4%[0.501 µM]	-9%	15%	-17%	·	·
COc1cccc(CNc2ccc(C)c(Cl)c2)c1	-2%	-23%	21%	·	-5%	6%	-1%	-16%	-8%
Cc1nn(-c2ccccc2Cl)c2sc(C(=O)Nc3nnc(C4CC4)s3)cc12	4%	-2%	0%	9%[59 µM]	-17%	66%[activator]	-12%	11%	-2%
C=CCSc1nnc(NC(=O)CSc2nc(CCC)cc(=O)[nH]2)s1	5%	-12%	5%	?	-11%	-9%	9%[57.1 µM]	-8%	4%
Cn1c(=O)n(-c2cccc(Cl)c2)c(=O)c2sc3ccccc3c21	-1%	-18%	·	8%[59 µM]	6%	33%[activator]	8%	14%	-7%
C/C(CC(=O)NC(C)(C)C)=N\NC(N)=S	?	-7%	9%	4µM*	8%	?	?	-4%	-4%
COc1cc(Cc2cnc(N)nc2N)cc(OC)c1OC	-4%&4%	1%	15%	-9%[59 µM]	4%[60.1 µM]	?	-4%&3%	33%	2%
CC(C)(C)CC(=O)Nc1nnc(SCC(=O)Nc2ccccc2F)s1	-20%	-5%	1%	10%[59 µM]	-6%	-11%	-11%	-10%	0%
O=C(c1cnccn1)N1CCCC(N2CCN(c3cccc(Cl)c3)CC2)C1 (configuration not stated)	-14%	-5%	33%	18%	-1%	39%[activator]	4%	57%	-2%
CC(=O)c1ccc(N2CCN(c3ncccn3)CC2)cc1	-11%	-26%	-2%	28%	2%	33%[activator]	-3%	44%	0%
COC(=O)C(C)N(C(=O)c1ccc(Cl)cc1)c1c(C)cccc1C (configuration not stated)	11%	-5%	13%	-1%	0%	9%	2%	25%	-6%
Cc1cc(C)c(S(=O)(=O)n2c([N+](=O)[O-])cnc2C)cc1C	-11%	-12%	27%	17%[59 µM]	6%	14%	-10%	7%	-11%
COC(=O)c1ccc(NC(=O)CCN2CCN(c3ccccc3)CC2)cc1	-4%	3%	-2%	-3%	-6%	?	4%[11.4 µM]	11%	-1%
CC1=C(C(=O)OC2CCCCC2)C(c2ccccc2)NC(=O)N1 (configuration not stated)	-17%	-22%	47%[activator]	0%	-5%	151%[activator]	-10%	1%	-3%

Screening results deposited in PubChem BioAssay by National Center for Advancing Translational Sciences (NCATS).
